From PubChem BioAssay
B2AR arrestin = qHTS assay of beta-arrestin-biased ligands of beta2-adrenergic receptor. beta-arrestin recruitment to beta2AR, cell-based reporter. Potency, µM (titrated, usually from 46.1 µM), for inactives: at the highest dose activation, hits mostly activators. Beta-2 adrenergic receptor (Homo sapiens), P07550. actives 0.02% (n = 330,000);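 note: potency is the fitted concentration of half-maximal effect; 0% = DMSO controls and full agonism = EC100 isoproterenol or metaproterenol; nearly all actives have a fitted effect of over 65% in size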
BCR signal inh = qHTS Assay to Find Inhibitors of Chronic Active B-Cell Receptor Signaling | ABC-DLBCL IkBa-CBG/CBR reporter, luminescence ratio, 4 h | Potency, µM (doses to about 46.1 µM), for inactives: at the top dose ratio change, negative = lower green/red ratio, hits mostly inhibitors | actives 0.05% (n = 340,000) | AID 493014, 2011; active = well fitted inhibition curve with a large enough effect in the signal ratio, with a control signal flat, not every such curve was filed as active; inconclusive = small, poorly fitted or top-dose-only effect, or effect the other way, or a change in a side signal; the % refers to the signal ratio;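 note: potency is the fitted concentration of half-maximal effect; plate controls were basal doxycycline-induced cells for no effect and cells given 10 µM MG132 for full effect; MG132 reads +100%, hits lower the ratio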
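Concentration-response series (up to 46 uM) were applied to TMD8 dual-reporter cells for 4 h at 37C with doxycycline. Green/red ratio, after filter-overlap correction, defined %Activity; red signal alone was normalised to basal cells and zero luminescence.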
GALK inh = qHTS Assay for Inhibitors of Human Galactokinase (GALK) | actives 0.007% (n = 270,000) | P51570 | Potency, µM (titrated, usually from 57.5 µM), for inactives: top-dose activity change, negative = inhibition, actives largely listed as inhibitors | Purified GALK, Kinase-Glo residual ATP luminescence; note: potency is the fitted concentration of half-maximal effect; % is set by controls: 0 for no effect and ±100 for the full control effect
Target sequence (P51570 whole entry, looked up): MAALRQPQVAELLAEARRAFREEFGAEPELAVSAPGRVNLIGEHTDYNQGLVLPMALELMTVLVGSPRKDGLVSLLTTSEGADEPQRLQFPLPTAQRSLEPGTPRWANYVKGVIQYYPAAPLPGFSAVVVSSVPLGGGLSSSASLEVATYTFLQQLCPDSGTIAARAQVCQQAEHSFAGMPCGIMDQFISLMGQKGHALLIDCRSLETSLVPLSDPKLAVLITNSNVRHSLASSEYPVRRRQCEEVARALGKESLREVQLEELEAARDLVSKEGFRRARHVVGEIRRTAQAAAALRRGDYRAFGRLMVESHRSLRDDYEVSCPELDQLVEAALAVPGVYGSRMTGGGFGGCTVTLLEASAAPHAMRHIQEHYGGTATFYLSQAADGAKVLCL
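ATP-depletion format; final 35 uM ATP, 100 uM D-galactose, 5 nM enzyme; pH 8.0 HEPES/Mg2+ buffer; 60 min RT; luminescence read 10 min after detection reagent.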
Integrin act MD = qHTS for Activators of Integrin-Mediated Alleviation for Muscular Dystrophy | alpha7betagal myoblasts, beta-gal FDG fluorescence, 48 h | Potency, µM (titrated, usually from 38.3 µM), inactives show top-dose activation, most hits filed as activators | actives 0.064% (n = 350,000);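 note: potency is the fitted concentration of half-maximal effect; 100% = response of the positive control SU9516; nearly all actives have a fitted effect of over 60% in size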
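alpha7betagal+/- myoblasts (passage 13, 250/well) treated 48 h at 37C with compounds at 1:260 dilution of DMSO stock. Lysed, then beta-galactosidase activity read as FDG fluorescence (ex 480/em 540) after 30 min, with pre-read for autofluorescence.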
Giardia kill = Small Molecules that selectively kill Giardia lamblia: qHTS; activity change, % at 7.66 µM, hits read low; Giardia lamblia trophozoite viability; actives 0.15% (n = 340,000); in the data active = activity change below about -80%; inconclusive = between about -30% and that limit;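 note: parasites exposed to compound for two days anaerobically before the ATP read; % is set by controls: 0 for no effect and ±100 for the full control effect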
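Giardia trophozoites, 100 cells per well, were exposed to compounds for 48 hrs at 37 deg C under anaerobic conditions; viability was then read as ATP content by bioluminescence after 15-30 min at room temperature.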
Tb PFK inh = qHTS Assay to Find Inhibitors of T. brucei phosphofructokinase. ATP-dependent 6-phosphofructokinase (Trypanosoma brucei brucei), O15648. T. brucei PFK, ADP-Glo luminescence. Potency, µM (doses to about 57.5 µM), without a hit: top-dose activity, negative = inhibition, usual class: inhibitors. actives 0.17% (n = 330,000). AID 485367, 2010;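 note: potency is the fitted concentration of half-maximal effect; 0% = uninhibited 1x PFK enzyme wells and -100% = no-enzyme wells; nearly all actives have a fitted effect of over 60% in size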
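In TEA buffer at pH 8.0 with 5 mM MgCl2, enzyme (1.25 nM) converted F6P (0.5 mM) and ATP (0.1 mM) for 45 min at room temperature. ADP product was read by luciferase luminescence.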
Menin-MLL TR inh = qHTS Assay for Inhibitors Targeting the Menin-MLL Interaction in MLL Related Leukemias: Competition With Texas Red Labeled MLL-derived Mutant Peptide; Menin + Texas Red MLL mutant peptide, fluorescence polarization; AID 1768, 2009; O00255; actives 0.23% (n = 270,000); Potency, µM (highest dose often 61.6 µM), for inactives: top-dose FP activity change, negative = inhibition, hits mostly inhibitors; active = well fitted inhibition curve with a large enough effect in the polarisation, with a control signal flat, not every such curve was filed as active; inconclusive = small, poorly fitted or top-dose-only effect, or effect the other way, or a change in a side signal; inactive = no such curve, though single readings can be large or run the other way; the % refers to the polarisation; note: potency is the fitted concentration of half-maximal effect; % of control where 0% means no effect; many of its hits are not listed in these tables
FBPA coupling cs = qHTS Assay for Inhibitors of Fructose-1,6-bisphosphate Aldolase from Giardia Lamblia: Coupling assay counterscreen; coupling enzyme system counterscreen, AmpLite Red fluorescence; activity change, negative = inhibition, % at 58.2 µM, hits read low; actives 0.67% (n = 290,000); in the data active = activity change below about -30%; note: % is set by controls: 0 for no effect and ±100 for the full control effect
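Counterscreen of the coupled detection system alone, without aldolase: glyceraldehyde-3-phosphate coupling enzymes plus AmpLite Red readout. Compounds at 57.5 uM final, 10 min RT preincubation, 20 min RT reaction, fluorescence 525/598 nm.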
S-ASM inh = Inhibitors of Secretory Acid Sphingomyelinase (S-ASM): qHTS. placental ASM, HMU-PC fluorogenic substrate, 60 min. Potency, µM (top dose mostly 57.5 µM), for inactives: top-dose activity change, negative = inhibition, hits mostly inhibitors. actives 0.006% (n = 340,000). Sphingomyelin phosphodiesterase (Homo sapiens), P17405; note: potency is the fitted concentration of half-maximal effect
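Fluorescence read-out (Ex 386 nm, Em 447 nm) after stopping the reaction at pH 10. Enzyme: ASM from human placenta; substrate HMU-PC0, 9 uM final; 60 min, 37 °C. Compound preincubation 10 min, ambient temperature.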
TSG101-PTAP inh = qHTS Assay for Iinhibitors of HIV-1 Budding by Blocking the Interaction of PTAP/TSG101; Potency, µM (highest dose often 115 µM), inactives show top-dose activity change, negative = inhibition, usual class: inhibitors; 340,000 tested, under 10 active; Fluorescence polarization, FITC-PTAP peptide / Tsg101 binding; active = well fitted inhibition curve with a large enough effect in the main read-out, with a control signal flat, not every such curve was filed as active; inconclusive = small, poorly fitted or top-dose-only effect, or effect the other way, or a change in a side signal; inactive = no such curve, though single readings can be large or run the other way; note: potency is the fitted concentration of half-maximal effect; % of control where 0% means no effect
Target sequence (Q99816 whole entry, looked up): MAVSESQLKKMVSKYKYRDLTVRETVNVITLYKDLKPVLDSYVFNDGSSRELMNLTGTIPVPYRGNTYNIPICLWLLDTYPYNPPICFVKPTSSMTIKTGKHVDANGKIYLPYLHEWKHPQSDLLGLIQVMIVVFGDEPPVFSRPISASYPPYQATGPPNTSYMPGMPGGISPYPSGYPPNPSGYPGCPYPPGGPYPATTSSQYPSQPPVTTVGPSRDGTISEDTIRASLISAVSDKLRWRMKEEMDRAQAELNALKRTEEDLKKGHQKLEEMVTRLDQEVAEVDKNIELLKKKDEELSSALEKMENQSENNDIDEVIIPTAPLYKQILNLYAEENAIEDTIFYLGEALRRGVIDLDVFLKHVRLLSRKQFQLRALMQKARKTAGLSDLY
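Fluorescence polarization binding of Tsg101 binding domain (10 uM final) to FITC-labeled PTAP peptide (50 nM final) in HEPES pH 7.5 buffer with NaCl, Tween 20, EDTA, TCEP. Compounds added before peptide; binding 20 min at RT.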
PKM2 activator = qHTS Assay for Activators of Human Muscle isoform 2 Pyruvate Kinase; Pyruvate kinase PKM (Homo sapiens), P14618; purified PKM2, Kinase-Glo ATP luminescence, activation; response scale: 0% is enzyme alone, no compound; Potency, µM (doses to about 57.5 µM), for the others: top-dose activation, usual class: activators; actives 0.34% (n = 260,000); AID 1631, 2009; note: potency is the fitted concentration of half-maximal effect; % is set by controls: 0 for no effect and ±100 for the full control effect; nearly all actives have a fitted effect of over 55% in size
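Kinase-Glo luminescence reports ATP generated from ADP (0.1 mM) and PEP (0.5 mM) by purified hPK-M2 after 1 h at room temperature, pH 7.2 imidazole buffer; intermediate enzyme activity allows detecting inhibitors and activators.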
* = called active by the depositor; ? = inconclusive; . = no result given; [ ] = remark or other dose. Unless noted, calls come from the whole dose curve; as a rule, active = well fitted curve in the direction sought with a large enough effect; inconclusive = small, poorly fitted or top-dose-only effect, or another doubt; inactive = no such curve, though single readings can be large; an effect the other way counts as inactive or inconclusive. The list is partial; count on the stated rates, not on these rows.

Structure	B2AR arrestin	BCR signal inh	GALK inh	Integrin act MD	Giardia kill	Tb PFK inh	Menin-MLL TR inh	FBPA coupling cs	S-ASM inh	TSG101-PTAP inh	PKM2 activator
O=C1NN(c2ccccc2)C(=O)/C1=C\c1cccn1-c1ccc(Cl)c([N+](=O)[O-])c1	-0.3%	-1%	0%	-23%	-29	-5%	?	3	-11%	-1%	3%
Cc1cc(=O)nc2c3ccccc3n(CC(=O)NC3CCCCC3)n12	0.3%	-2%	-5%	-2%	-10	-3%	8%	1	-3%	1%	.
CCN(CC)CCn1c2c(c(SCC(=O)Nc3cc(C)cc(C)c3)nc1=O)CCC2	-1.3%	-6%	.	-22%	-5	10%	.	.	-2%	-5%	.
CCCN1C(=O)/C(=C/c2ccc(C)o2)SC1=Nc1ccc(OCC)cc1	0.3%	1%	2%	3%	11	-14%	?	-23	?	4%	13µM*
COc1cc(/C=C2/C(=N)N3N=C(CC(=O)N4CCOCC4)SC3=NC2=O)ccc1OCc1ccccc1	0.1%	-17%	-9%	-13%	0	4%	.	.	-1%	-3%	.
CCCNC(=O)C(CC)NS(=O)(=O)c1ccc(OC)cc1 (stereo not drawn)	0.1%	0%	-1%	10%	-21	-1%	-7%	-4	4%	-10%	-11%
CC(=O)Nc1ccc(S(=O)(=O)N2CCSC2c2ccc(Cl)cc2)cc1 (stereo not drawn)	0.2%	-1%	8%	-15%	8	3%	?	3	?	-1%	2%
O=C(Cc1ccccc1)NC(=S)Nc1ccc(N2CCCCC2)cc1	-0.5%	?	1%	-9%	-3	7%	?	1	-1%	0%	2%
Cc1cc(Cl)ccc1OCC(=O)NNC(=O)C1CCN(c2ncnc3sc(C)c(C)c23)CC1	0.0%	?	.	-35%	-9	-1%	.	.	-18%	4%	.
COc1ccc(N2CCN(C(=O)c3ccc(NS(=O)(=O)c4ccccc4)cc3)CC2)cc1	-0.1%	7%	0%	-1%	-19	0%	8%	0	-5%	-5%	-17%
N#Cc1c(N(CCO)CCO)nc(N)c2c(N)nc3c(c12)CC(=O)N3CC1CCCO1 (stereo not drawn)	0.5%	-13%	-2%	0%	-8	-5%	.	-38*	297%[activator]	-9%	-1%
CCOC(=O)C1=C(CSc2nc(C)cc(C)c2C#N)OC(N)=C(C#N)C1c1ccccc1 (stereo not drawn)	-1.1%	?	3%	19%	-13	-7%	-9%	-3	-3%	2%	-6%
O=C(CCn1ccc([N+](=O)[O-])n1)Nc1nccs1	0.0%	-1%	5%	3%	-5	-2%	1%	3	-3%	-1%	6%
CC(=O)N1CCN(c2nc(N)c(C#N)c(CC#N)c2C#N)CC1	-0.4%	-1%	-4%	14%	-7	10%	.	-14	1%	-3%	14%
O=C(COC(=O)Cc1c(Cl)cccc1Cl)NCC1CCCO1 (stereo not drawn)	-0.3%	?	1%	-6%	-1	6%	-29%	0	6%	-6%	-3%
Cc1cc(NCc2ccco2)n2ncnc2n1	-0.7%	-12%	-2%	16%	-7	0%	-4%	-1	4%	0%	5%
CC(C)(C)c1ccc(S(=O)(=O)NNC(=O)c2cc3ccccc3[nH]2)cc1	-0.1%	7%	0%	-24%	0	-5%	10%	0	-5%	-5%	0%
Cc1ccc(C2C(C#N)=C(N)OC3=C2C(=O)CC(C)(C)C3)s1 (stereo not drawn)	-0.2%	-1%	-1%	23%	-2	-1%	.	-1	0%	-1%	1%
CCCC1=C(C(=O)OCC)C(/C=C/c2ccccc2)n2ncnc2N1 (stereo not drawn)	0.2%	?	0%	-23%	-18	4%	?	-1	144%[activator]	-6%	1%
COc1ccccc1CN1CCNC(=O)C1CC(=O)O (stereo not drawn)	-0.7%	1%	-2%	?	2	1%	6%	0	3%	-3%	-3%
CCc1cc(C(=O)N2CCOCC2)c(NC2=NS(=O)(=O)c3ccccc32)s1	-0.9%	4%	5%	-3%	18	-2%	-3%	-2	0%	0%	-4%
CCOC(=O)N1CCN(C(=O)CN(Cc2ccccc2)S(C)(=O)=O)CC1	-0.1%	0%	0%	18%	4	1%	4%	4	-2%	-1%	3%
CN(CCC#N)C(=O)COC(=O)c1ccccc1OCc1ccccc1Cl	0.1%	?	-4%	13%	-14	0%	12%	-2	-1%	1%	5%
CN(C)S(=O)(=O)c1ccc(N2CCCC2)c(C(=O)N2CCN(S(=O)(=O)c3ccccc3F)CC2)c1	-0.8%	-5%	.	-29%	-14	-4%	.	.	-1%	-1%	.
CCNC(=O)N(C)C[C@H]1N[C@@](CC)(C(=O)OC)[C@H]2C(=O)N(C)C(=O)[C@@H]12	-0.5%	-1%	.	11%	-21	0%	.	.	3%	-1%	.
O=C(COC(=O)/C=C/c1ccc([N+](=O)[O-])cc1)NCc1cccs1	-0.2%	-1%	.	-37%	18	0%	.	.	2%	1%	.
COC(=O)c1cccc(N2CCCC2=O)c1	-0.6%	0%	1%	?	4	14%	.	2	-3%	-3%	-3%
Cc1cc(C)cc(NC(=O)CSc2nnc(-c3ccncc3)o2)c1	0.2%	-10%	.	-7%	4	-13%	.	.	-3%	-5%	.
CCOC(=O)c1noc(C)c1C(=O)Nc1nc(C)cc(C)n1	0.0%	-11%	0%	10%	6	-4%	10%	-2	1%	1%	0%
O=c1c(Cc2c(F)cccc2Cl)c(O)ccn1C1CC1	0.1%	?	-1%	14%	1	-1%	6%	1	0%	-1%	-2%
CC(=O)OC1COC(N2CCc3ccccc32)C(OC(C)=O)C1OC(C)=O (stereo not drawn)	-0.3%	1%	-3%	9%	4	0%	11%	2	3%	-3%	-5%
COc1cc(OC)cc(C(=O)NCc2n[nH]c(=S)n2-c2ccccc2)c1	-0.3%	12%	-2%	11%	-1	-5%	.	2	6%	0%	-23%
CC(=O)NCCC(=O)Nc1cc(F)ccc1C	0.1%	0%	0%	3%	16	-2%	5%	1	0%	-4%	1%
COc1ccc(-c2cn3c(n2)CCC3)cc1	0.0%	-7%	0%	-10%	18	1%	2%	3	-4%	-9%	-4%
Cc1cc(C(=O)OCC(=O)NC2CCCCC2C)c2ccccc2n1 (stereo not drawn)	-0.4%	-3%	.	-12%	-7	4%	.	.	-2%	2%	.
O=C1OC[C@@H]2CCCN2C(=O)[C@H](CC(=O)N(CCO)Cc2ccccc2)C/C=C\CC[C@@H]1Cc1ccc(F)cc1	-0.7%	0%	.	30%	31[activator]	0%	.	.	-4%	-2%	.

Fetched one by one from the list above (two):
Structure	B2AR arrestin	BCR signal inh	GALK inh	Integrin act MD	Giardia kill	Tb PFK inh	Menin-MLL TR inh	FBPA coupling cs	S-ASM inh	TSG101-PTAP inh	PKM2 activator
COc1ccc(-c2cn3c(n2)CCC3)cc1	0.0%	-7%	0%	-10%	18	1%	2%	3	-4%	-9%	-4%
COc1cc(OC)cc(C(=O)NCc2n[nH]c(=S)n2-c2ccccc2)c1	-0.3%	12%	-2%	11%	-1	-5%	.	2	6%	0%	-23%

A few values from the list:
Cc1cc(C(=O)OCC(=O)NC2CCCCC2C)c2ccccc2n1 (stereo not drawn) in B2AR arrestin = -0.4%
CC(=O)OC1COC(N2CCc3ccccc32)C(OC(C)=O)C1OC(C)=O (stereo not drawn) in B2AR arrestin = -0.3%
O=C1OC[C@@H]2CCCN2C(=O)[C@H](CC(=O)N(CCO)Cc2ccccc2)C/C=C\CC[C@@H]1Cc1ccc(F)cc1 in Giardia kill = 31[activator]
COc1cc(OC)cc(C(=O)NCc2n[nH]c(=S)n2-c2ccccc2)c1 in TSG101-PTAP inh = 0%
